Bioassay records from PubChem BioAssay.
EPAC1 antag: EPAC1 (human) antagonism. Potency, µM (titrated, usually from 115 µM), inactives show top-dose activity change, negative = inhibition, actives largely listed as inhibitors. EPAC1 GEF assay, Rap1b-BODIPY-GDP exchange fluorescence. AID 720709. O95398. 360,000 compounds, 0.14% hits;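 further: potency means the concentration at half of the fitted maximal effect; plate controls were vehicle for no effect and positive control for full effect; nearly all actives have a fitted effect of over 50% in size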
aSyn rescue: rescues yeast growth from alpha-synuclein toxicity; Yeast expressing alpha-synuclein, growth rescue, BacTiter-Glo, 24 h; Potency, µM (series often up to 46.1 µM), without a hit: at the highest dose growth rescue (activation), most hits filed as activators; 370,000 compounds, 0.14% hits; further: potency means the concentration at half of the fitted maximal effect; % of control where 0% means no effect; nearly all actives have a fitted effect of over 65% in size
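Readout is rescue of growth in alpha-synuclein-expressing yeast, so inhibitors of toxicity appear as activators. Growth after 24 hr at 30 deg C in galactose medium is quantified by luminescence.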
PI5P4Ka inh: inhibitors of human PI5P4K alpha; P48426; PI5P4Kalpha enzyme, ADP-Glo luminescence, 60 min; hits give low values; max response, %; 330,000 compounds, 1.2% hits; AID 652105; active means max response of -50% or lower; inconclusive means between -30% and -50%; inactive means -30% or higher; further: value at the top dose of about 77 µM; on the % scale 0 is the no-effect control and ±100 the full control effect
Target sequence (P48426 whole entry, looked up): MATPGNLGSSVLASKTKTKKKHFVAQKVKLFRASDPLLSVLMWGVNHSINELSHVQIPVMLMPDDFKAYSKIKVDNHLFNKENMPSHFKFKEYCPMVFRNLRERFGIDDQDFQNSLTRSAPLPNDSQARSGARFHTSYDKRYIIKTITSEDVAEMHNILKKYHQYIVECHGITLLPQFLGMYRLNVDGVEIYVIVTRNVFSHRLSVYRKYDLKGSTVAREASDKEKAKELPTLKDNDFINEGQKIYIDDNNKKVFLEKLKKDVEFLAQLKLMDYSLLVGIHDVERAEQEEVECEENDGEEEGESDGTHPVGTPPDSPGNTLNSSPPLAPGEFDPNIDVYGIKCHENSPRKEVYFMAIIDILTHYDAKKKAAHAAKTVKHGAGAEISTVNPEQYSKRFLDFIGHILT
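ADP-Glo luminescence end-point after a 60 min room-temperature kinase reaction. PI5P4Kalpha and substrate in HEPES pH 7.4 buffer with EGTA, 0.1% CHAPS and 5% DMSO; ATP at 5 microM final.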
FUS suppressor: FUS proteinopathy suppression in yeast. 390,000 compounds, 0.24% hits. S. cerevisiae FUS-expressing, growth rescue, OD600, 24 h. AID 1347120. Potency, µM (titrated, usually from 76.6 µM), for inactives: at the top dose growth rescue (activation), actives largely listed as activators;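 further: potency means the concentration at half of the fitted maximal effect; plate controls were DMSO vehicle for no effect and reference control for full effect; nearly all actives have a fitted effect of over 55% in size; some results filed as inactive show a strong effect at the top dose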
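Galactose (2%) drives FUS expression in yeast precultured in raffinose; seeding density OD 0.005. Test compounds incubated 24hr at 30C and 99% humidity before absorbance at 600 nm was measured.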
Abeta yeast res: compounds reversing amyloid beta toxicity in yeast; yeast expressing A-beta42, growth rescue, OD600, 48 h; response scale: 0% DMSO, 100% iron-clioquinol control; Potency, µM (top dose mostly 46.1 µM), for inactives: at the highest dose growth rescue, usual class: activators; 410,000 compounds, 0.063% hits; further: potency means the concentration at half of the fitted maximal effect; nearly all actives have a fitted effect of over 55% in size
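Growth rescue measured by 600 nm absorbance after 48 h yeast culture at 30 C with compound. Values normalized between DMSO and an equimolar ferric chloride plus clioquinol control.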
IL-2 act: activators of IL-2. 360,000 compounds, 0.065% hits. AID 652025. IL-2 activation reporter assay, cell-based qHTS; stimulated with anti-CD3/CD4/CD28 beads; in transgenic mouse T cells. activation, % (series mostly up to about 46 µM); in the data active means activation above about 50%; inconclusive means mostly about 30% to 49%; further: 0% is about no effect
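First, unstimulated transgenic mouse T cells were exposed to compound for 60 min. Next, anti-CD3/anti-CD4-coated beads with anti-CD28 were added. Finally, after 18 h at 37 degrees C, EGFP and DsRed were imaged.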
WRN helicase inh: inhibitors of human WRN helicase; WRN helicase unwinding, fluorescent forked duplex, kinetic; Potency, µM (titrated, usually from 114 µM), inactives show at the top dose activity change, negative = inhibition, hits mostly inhibitors; 360,000 compounds, 0.46% hits; further: potency means the concentration at half of the fitted maximal effect; on the % scale 0 is the no-effect control and ±100 the full control effect; nearly all actives have a fitted effect of over 55% in size
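Fluorescence dequenching readout, ex 525 nm/em 598 nm, kinetic mode: forked duplex DNA (100 nM final) with adjacent fluorophore and quencher unwound by WRN (20 nM final) with 2 mM ATP. Compound preincubation 15 min, room temperature.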
EPAC1 agonist: EPAC1 (human) agonism; 360,000 compounds, 0.073% hits; Potency, µM (doses to about 154 µM), for the others: top-dose activation, hits mostly activators; AID 720707; EPAC1 agonist qHTS, biochemical assay; response scale: 100% = response to 6.5 mM cAMP; O95398; further: potency means the concentration at half of the fitted maximal effect; nearly all actives have a fitted effect of over 60% in size
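Compounds were pinned as a concentration titration into mixtures of EPAC1 (100 nM), BODIPY-GDP-loaded Rap1B (250 nM) and GDP (50 uM). After 5 min at room temperature, fluorescence was followed for 30 min; activity was scaled to 6.5 mM cAMP.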
PLK1 PBD block: inhibitors of human PLK1 polo-box domain binding; Potency, µM, for the others: max response, negative = inhibition, most hits filed as inhibitors; Plk1 PBD binding of FITC phosphopeptide, fluorescence polarization; 360,000 compounds, 2.8% hits; P53350; AID 720504; further: potency means the concentration at half of the fitted maximal effect; series mostly up to about 57 µM; on the % scale 0 is the no-effect control and ±100 the full control effect; nearly all actives have a fitted effect of over 65% in size
Target sequence (P53350 whole entry, looked up, the tested form may be a part): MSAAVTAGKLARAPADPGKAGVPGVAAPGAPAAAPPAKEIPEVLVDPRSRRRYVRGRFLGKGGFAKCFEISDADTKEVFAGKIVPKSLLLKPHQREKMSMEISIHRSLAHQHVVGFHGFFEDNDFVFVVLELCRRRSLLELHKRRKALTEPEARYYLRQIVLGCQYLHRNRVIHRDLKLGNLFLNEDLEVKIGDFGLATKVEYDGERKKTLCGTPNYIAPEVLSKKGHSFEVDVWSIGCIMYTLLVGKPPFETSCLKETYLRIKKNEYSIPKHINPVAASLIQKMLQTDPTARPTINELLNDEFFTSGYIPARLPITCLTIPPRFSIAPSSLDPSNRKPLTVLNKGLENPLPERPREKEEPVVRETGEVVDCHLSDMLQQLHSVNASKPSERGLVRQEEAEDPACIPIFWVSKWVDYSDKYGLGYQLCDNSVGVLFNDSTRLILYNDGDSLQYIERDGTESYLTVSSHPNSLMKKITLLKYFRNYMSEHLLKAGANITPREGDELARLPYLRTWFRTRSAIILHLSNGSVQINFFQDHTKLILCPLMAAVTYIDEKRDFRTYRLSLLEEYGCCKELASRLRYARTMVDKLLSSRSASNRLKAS
Starred values were filed as active, the others as inactive; u = inconclusive; x = no result given; [ ] = dose if it differs, or a comment. Unless noted, the call rests on the fitted dose curve; in most records, active means well fitted curve in the direction sought with a large enough effect; inconclusive means small, poorly fitted or top-dose-only effect, or another doubt; inactive means no such curve, though single readings can be large; an effect the other way counts as inactive or inconclusive.

SMILES | EPAC1 antag | aSyn rescue | PI5P4Ka inh | FUS suppressor | Abeta yeast res | IL-2 act | WRN helicase inh | EPAC1 agonist | PLK1 PBD block
COc1ccc(N2CCN(C3CC(=O)N(c4ccc5c(c4)OCCO5)C3=O)CC2)cc1 (configuration not stated) | -8.4% | 2.1% | x | 5.6% | -7.5% | -2.3 | -7.9% | -0.7% | 2.4%
CCCc1ccc2oc(C(=O)N3CCC(O)CC3)c(C)c2c1 | -0.6% | 12.5% | 9.3 | 19.5% | -10.0% | -0.6 | -10.3% | 4.8% | -5.0%
CC(C)c1ccc(NC(=O)CSc2nc(=O)n(CCCN3CCOCC3)c3c2CCCC3)cc1 | 10.0% | 0.8% | 11.7 | 17.2% | 11.8% | -0.5 | -12.6% | 3.4% | -2.8%
COc1cc(Cl)c(CN2CCC(CO)(CCOc3ccccc3)CC2)cc1OC | -14.1% | -10.1% | 4.9 | -14.9% | -2.8% | 0.6 | 5.8% | -15.6% | -3.9%
COc1ccc(/C=N/NC(=O)c2ccc(COc3ccccc3Cl)o2)cc1 | -15.1% | 0.6% | -6.7 | 15.4% | 18.9% | 2.2 | -21.1% | -4.1% | -1.0%
O=C(CN1CCN(c2ccc([N+](=O)[O-])cc2)CC1)c1ccccc1 | 10.1% | -0.4% | 0.4 | 6.2% | -12.4% | -2.1 | -10.1% | 7.6% | -26.2%
C=CCN1[C@H](COCc2ccccc2)C=CS1(=O)=O | -25.6% | 0.7% | -2.5 | -11.1% | -17.4% | 0.4 | -7.1% | 0.5% | -16.9%
O=C(N/N=C/c1cccc(OC2CSC2)c1)c1ccccc1O | 5.3% | -7.5% | -19.2 | 3.8% | 4.9% | -2.1 | u | 11.7% | -15.6%
CCCCNS(=O)(=O)c1ccc(S(=O)(=O)NCc2ccncc2)cc1 | 0.2% | -10.1% | x | 0.2% | 4.4% | -3.4 | -7.3%[57.1 µM] | 1.1% | 1.9%
CC(OC(=O)c1cc(Br)ccc1O)C(=O)NC1(C#N)CCCCC1 (configuration not stated) | 12.1% | -1.6% | 4.8 | 0.1% | -8.9% | -1.3 | -12.5% | -15.6% | -3.0%
C/C(=C\C(=O)c1ccccc1)Nc1ccc(N2CCOCC2)cc1 | 6.0% | 1.2% | 0.6 | 9.8% | 6.9% | -2.1 | 3.7% | -3.6% | -11.2%
O=C(COC(=O)c1cccc(S(=O)(=O)N2CCOCC2)c1)NCc1ccc2c(c1)OCO2 | 6.6% | -0.9% | -2.5 | -6.5% | -2.5% | -0.3 | 4.5% | -5.1% | -0.9%
COC(=O)[C@]1(C)CCC[C@@]2(C)C3CC[C@@]4(C)C[C@]3(CCC21)CC4=NO (some centres not stated) | -16.1% | -22.4% | 21.8 | 33.2% | -43.5%[inhibitor] | -0.8 | -3.3% | -5.1% | 7.4%
O=C(CSc1nnc2c(Cl)cc(C(F)(F)F)cn12)NCc1ccc(F)cc1 | 10.9% | -9.1% | u | x | -8.3% | -0.5 | -1.1% | -5.6% | -9.8%
CCCCOc1ccc(OCCNS(=O)(=O)N(C)C)cc1 | 2.9% | 6.3% | x | 7.4% | 22.1% | -1.5 | -2.5% | -3.4% | -1.9%
O=S(N1CCCCC1)C12CC3CC(CC(C3)C1)C2 (configuration not stated) | 8.5% | -9.5% | 0.2 | 7.8% | 5.9% | 1.5 | 5.3% | 5.8% | 3.2%
COc1cc(CN2CCCC(CO)(Cc3cccc(Cl)c3)C2)cc2c1OCO2 (configuration not stated) | -8.5% | 13.0% | 2.3 | 16.2% | 9.1% | -0.8 | -5.0% | 7.0% | 21.2µM*
CCN(CC)CC(=O)Nc1ccc2c(c1)Nc1ccccc1CC2 | 1.3% | 3.2% | 6.6 | 22.4% | -15.5% | 0.4 | -2.9% | -4.0% | 2.4%
CCN1CCN(S(=O)(=O)c2ccc(Cl)c(C(=O)NC(C)(C)C)c2)CC1 | -4.7% | 0.2% | 0.2 | -6.5% | 5.3% | -2.2 | -5.2% | 0.1% | -1.8%
O=C(NCCCn1ccnc1)C1CCN(S(=O)(=O)c2ccc(F)cc2)CC1 | -30.8% | 0.0% | 1.5 | 11.4% | -8.3% | -3.6 | 6.0% | 7.6% | -9.4%

Entries of single compounds from above:
O=S(N1CCCCC1)C12CC3CC(CC(C3)C1)C2 (configuration not stated) in the list: EPAC1 antag: 8.5%; aSyn rescue: -9.5%; PI5P4Ka inh: 0.2; FUS suppressor: 7.8%; Abeta yeast res: 5.9%; IL-2 act: 1.5; WRN helicase inh: 5.3%; EPAC1 agonist: 5.8%; PLK1 PBD block: 3.2%
O=C(CSc1nnc2c(Cl)cc(C(F)(F)F)cn12)NCc1ccc(F)cc1 in the list: EPAC1 antag: 10.9%; aSyn rescue: -9.1%; PI5P4Ka inh: u; FUS suppressor: x; Abeta yeast res: -8.3%; IL-2 act: -0.5; WRN helicase inh: -1.1%; EPAC1 agonist: -5.6%; PLK1 PBD block: -9.8%

Other structures follow.
SMILES | EPAC1 antag | aSyn rescue | PI5P4Ka inh | FUS suppressor | Abeta yeast res | IL-2 act | WRN helicase inh | EPAC1 agonist | PLK1 PBD block
Cc1ccn2cc(C(=O)N3CCCC(Nc4ccc(F)cc4)C3)nc2c1 (configuration not stated) | -6.7% | -0.7% | 4.7 | x | 0.3% | -0.1 | -28.9% | 18.6% | -4.8%
COc1ccccc1C(=O)Nc1ccc(Cc2ccncc2)cc1 | 2.2% | -9.4% | -0.4 | x | -10.3% | 0.3 | 4.3% | 6.2% | -4.6%
Cc1noc(C)c1NC(=O)N(C)C[C@H]1OCCCC[C@@H](C)Oc2ccc(NC(=O)Nc3ccc(F)cc3)cc2C(=O)N([C@@H](C)CO)C[C@H]1C | 34.9%[activator] | u | -15.0 | u | 0.0% | 5.3 | 12.5% | 4.6% | -14.5%
COc1ccccc1/C=C/CN1CCC(Oc2ccc(C(=O)N3CCCCC3)cc2)CC1 | -25.1% | -0.5% | -2.7 | x | 1.4% | -5.1 | -30.1% | -1.0% | -7.3%
CSCCC(NS(=O)(=O)c1ccccc1F)C(=O)OCc1ccccc1Cl (configuration not stated) | -19.7% | 26.4% | -7.9 | x | -11.3% | -5.0 | -3.6% | -0.4% | -7.4%
CCN(CC(=O)NC1CCS(=O)(=O)C1)C(=O)C(c1ccccc1)c1ccccc1 (configuration not stated) | 15.3% | 5.3% | x | 0.4% | 7.8% | -3.5 | 0.3% | -2.5% | -0.5%
Cn1nccc1C(=O)N(CCN1CCCCC1)CC1CCCN(C2CCCC2)C1 (configuration not stated) | 4.4% | -5.9% | 2.0 | 19.4% | -6.5% | 0.5 | -18.8% | -13.5% | -14.1%
Cn1nc2c(c1C(=O)O)CCCC2 | 8.3% | 8.3% | -2.9 | 8.2% | 3.5% | -1.9 | -12.4% | 2.8% | -6.9%
C/C(=N\NC(=O)c1cccc(N/N=C(\C)c2ccc([N+](=O)[O-])cc2)c1)c1ccc([N+](=O)[O-])cc1 | 4.6% | -1.0% | -6.9 | 29.0% | 1.8% | 1.0 | -0.2% | 4.8% | -22.4%
CC(=O)NC(CC(=O)OC(C)C(=O)Nc1ncc(Cl)cc1Cl)c1ccccc1 (configuration not stated) | -17.7% | -1.5% | 0.7 | x | -8.8% | 0.2 | -6.3% | 3.3% | 0.1%
COc1ccc(NC(=O)C2CC(=O)OC2(C)C)cc1 (configuration not stated) | 9.9% | -15.5% | x | -6.9% | -3.8% | -2.7 | -1.4% | 12.3% | -7.1%
Cc1n[nH]c(=S)n1/N=C/c1ccc(-c2ccc(Cl)cc2)o1 | 5.5% | 3.7% | -0.6 | -24.0% | -5.0% | 0.0 | -2.6% | 17.3% | 1.1%
Cc1ccc2ccccc2c1C(O)c1ncc(-c2ccccc2Cl)[nH]1 (configuration not stated) | -5.5% | -3.9% | -7.4 | -3.6% | -13.1% | -0.2 | -3.9% | -2.8% | 0.1%
C=C(C)C1Cc2cc3ccc(=O)oc3cc2O1 (configuration not stated) | 7.3% | 0.4% | -0.7 | 0.2% | -3.2% | 1.3 | 3.9% | -1.5% | 2.8%
Cc1ccc(OCC(=O)O/N=C(\N)Cc2ccc([N+](=O)[O-])cc2)cc1C | 9.9% | 6.9% | 2.9 | -27.0% | 1.0% | 1.2 | -1.8% | 5.9% | -3.6%
COc1ccc(/C(N)=N/OC(=O)CCCc2ccccc2)cc1 | 2.7% | -9.7% | 12.4 | x | 4.8% | -2.5 | -0.3% | -1.2% | -0.3%
O=C(Cn1cnc2ccccc21)c1ccc(Cl)cc1 | -1.5% | 0.3% | 0.9 | 5.3% | 7.9% | 0.1 | -15.2% | 5.5% | -0.2%
COc1ccc(C(=O)N2CCCC(CO)C2)cc1OC1CCN(C(C)C)CC1 (configuration not stated) | 10.3% | 2.4% | 3.7 | -12.1% | 11.2% | -1.1 | 10.1% | 11.5% | -1.9%
COCCNc1nc(Cl)c(C#N)s1 | 0.3% | 5.9% | 4.1 | -36.5% | -1.2% | 0.1 | 6.7% | -0.8% | -5.9%
O=C(CSc1nnc(-c2ccc([N+](=O)[O-])cc2)o1)Nc1ccccn1 | -17.8% | -15.2% | u | 7.1% | -18.6% | -0.5 | -0.1% | -13.5% | -11.4%
Cc1ccc(CNC(=O)CO/N=C/c2ccc(C(C)(C)C)cc2)cc1 | 1.6% | 2.1% | 25.8 | 18.3% | -13.2% | -2.0 | -9.1% | -16.9% | -5.9%
O=C(c1cc([N+](=O)[O-])ccc1N1CCN(S(=O)(=O)c2ccc(Cl)c(Cl)c2)CC1)N1CCOCC1 | -5.7% | 9.7% | -10.0 | 24.2% | 14.7% | 1.3 | -9.7% | 6.8% | -3.9%
CCNC(=O)NC(=O)C(C)Sc1ccc2c(c1)OCCO2 (configuration not stated) | 5.9% | -7.9% | -4.7 | 5.2% | 22.2% | -0.1 | 0.0% | -6.4% | u
